Bioassay records as filed in PubChem BioAssay.
TTR transcr act – TTR transcription activation, primary screen; AID 1117267; activation, % at 16.7 µM; 1.3% of 92,000 active; SH-SY5Y TTR promoter Gaussia luciferase, luminescence; 100% = recombinant luciferase protein wells;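 active = activation above the mean of all tested compounds plus 3 SD, cut at about 9.5% in these data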;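 note: cells exposed to compounds for one day before reading; 0% = median of all test compound wells on the plate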
An asterisk follows results filed as active.

SMILES | TTR transcr act
CCOC(=O)c1ccc2c(c1)nc(COc1ccc3ccccc3c1)n2CC | 0.0
COc1ccc(N2c3ccccc3CN(Cc3ccccc3)[C@@H](C)[C@H]2Cc2c(C)cccc2C)cc1 | 3.3
CCc1occc(=O)c1Oc1cc(NN2CCCCC2)c([N+](=O)[O-])cc1[N+](=O)[O-] | 1.2
CCOC(=O)N/N=C\c1ccccc1OC/C=C/c1ccccc1 | 5.3
CC(NC(=O)CNC(=O)C1O[C@@H]2OC(C)(C)O[C@@H]2[C@H]2OC(C)(C)O[C@@H]12)C(=O)O (stereo partly drawn) | -1.2
CCOc1ccc(OCCCCNC(C)(C)C)cc1 | 1.6
CSc1ccccc1C(=O)Nc1ccccc1C(=O)NC(C)C | 4.4
O=C(c1ccc(Cl)c(Cl)c1)N1CCN(c2ccnc3cc(Cl)ccc23)CC1 | -3.0
COc1ccc(OC)c(NC(=O)N2CCCc3ccccc32)c1 | 1.9
Cc1cc(C(=O)NCc2cccs2)no1 | -1.0
O=c1[nH]c(=O)c2nnc(N/N=C\c3ccc(O)cc3)nc2[nH]1 | 3.6
C=CCN1C(=O)C(O)(CC(=O)c2c(C)n[nH]c2C)c2cc(Br)ccc21 (stereo not drawn) | -1.3
CC(C)CN1C(=O)NC(NC(=O)c2ccco2)(C(F)(F)F)C1=O (stereo not drawn) | 1.3
O=C(c1cc(-c2ccc(Cl)cc2)on1)N1CCCC1 | 1.8
COc1ccc(S(=O)(=O)N2CCC(C(=O)Oc3ccc(C)cc3)CC2)cc1OC | 0.8
CCC(C(=O)NCc1ccco1)N(C(=O)CNS(=O)(=O)c1ccccc1)c1ccccc1C (stereo not drawn) | -1.4
CC1CCCC(C)N1C(=O)CNCc1ccc2c(c1)OCO2 (stereo not drawn) | 1.0
Cc1cc(Br)c2nc3c(c(C(=O)O)c2c1)CCCCC3 | -1.9
COc1ccc(-c2cc(CCCC(=O)NCCc3ccc(OC)cc3OC)no2)cc1 | -0.7
CNC(=S)NNC(=O)c1cc(C(C)(C)C)nn1Cc1ccc(F)cc1 | 6.3
COC(=O)c1ccc(NC2=C(Cl)C(=O)OC2OC(=O)c2ccccc2)cc1 (stereo not drawn) | 3.2
Cc1ccc(C(=O)N2CCN(Cc3ccc4c(c3)OCO4)CC2)o1 | 1.4
COC(=O)CSc1ccccc1C(=O)OC | 19*
O=C(CCc1c[nH]c2ccccc12)NCC(=O)Nc1ccc(F)c(F)c1F | 4.8
O=C(CSc1nc2ccccc2o1)Nc1nc(-c2ccccc2)c(-c2ccccc2)s1 | -0.7
O=C(N1CCN(c2ncccn2)CC1)C12CC3CC(CC(C3)C1)C2 | -1.2
CN(Cc1ccccc1)S(=O)(=O)c1ccc2c(c1)OCCO2 | -1.3
NC(=O)c1ccc(NC(=O)COC(=O)/C=C/c2ccc(Br)o2)cc1 | -0.9
CC1=CC(C)(C)N(C(=O)CSc2nncn2C)c2ccccc21 | 0.5
CCCCOCCCNC(=O)c1ccc(OC)cc1 | 1.7
CCC1C(=O)n2nc(-c3ccccc3)cc2N=C1C (stereo not drawn) | 0.5
COCCNC(=O)C(c1ccc(C)o1)N(CCOC)C(=O)Cn1nnc2ccccc21 (stereo not drawn) | 2.9
COc1ccc(-c2ccnc3ncnn23)cc1 | 3.7
O=C(Nc1ccc([N+](=O)[O-])cc1)Nc1nc(-c2ccc(Cl)s2)cs1 | -5.5
COc1ccc(NC(=O)CSc2ccc3nnc(-c4cccnc4)n3n2)cc1 | 1.3
Cc1ccc(C(=O)Nc2ccc(C(=O)N3CCCCC3)cc2)cc1 | -0.7
Cc1ccc(S(=O)(=O)NC(=O)C2(C)CCN2C(=O)C2(c3ccc(Cl)cc3)CC2)nc1 (stereo not drawn) | 0.7
CCN(CC)C(=O)C1CCN(Cc2cn(C)nc2-c2ccc(Oc3ccccc3)cc2)CC1 | -1.6
COc1ccc(CCN(C)CCC(=O)Nc2cccc(C)c2)cc1OC | 5.6
O=c1oc2ccccc2nc1/C=C(\O)c1ccccc1 | -2.7
O=[N+]([O-])c1cn(Cc2ccccc2)cn1 | 0.8
COc1ccc(N2CCN(Cc3nc4sc(C)c(C)c4c(=O)[nH]3)CC2)cc1 | 0.5
Cc1ccc(C(=O)OCC(=O)Nc2cc(C(C)(C)C)nn2-c2ccccc2)c(O)c1 | 1.4
C/C=C/C1=CC(=O)C[C@H](c2ccc3c(c2)OCO3)C1 | 0.7
COc1ccc(Cc2nnc(SCC(=O)N3CCCCC3)o2)cc1 | 3.2
O=C(CCOc1ccc(F)cc1)Nc1nccs1 | 2.9
COc1ccc(C(=O)CSc2ccc3nnc(-c4cccnc4)n3n2)cc1 | 0.8
c1ccc(Cn2nnc3c(N4CCCCCC4)ncnc32)cc1 | 1.9
CCCCNC(=O)c1ccc(NC(C)=O)c(Cl)c1 | -1.6
CC1(C(=O)NCc2ccccc2)CCC(=O)N1CCCn1ccnc1 (stereo not drawn) | 9.0

Additional structures:
SMILES | TTR transcr act
CC(C)N1CCN(Cc2ccc(C#CC(C)(C)O)cc2)CC1CCO (stereo not drawn) | -0.9
NCCCCc1ccc2ccc3cccc4ccc1c2c34 | 2.0
COc1cc(OC)cc(C(=O)NC(C(=O)NCCN(C)C)C23CC4CC(CC(C4)C2)C3)c1 (stereo not drawn) | 4.0
Cc1onc(-c2ccccc2)c1C(=O)NC(=S)NNC(=O)c1ccc(O)cc1O | 2.5
Cn1nc([N+](=O)[O-])nc1Oc1ccccc1 | 0.9
COc1ccc2c(c1OC)C(=O)OC2Nc1nc(-c2cccc([N+](=O)[O-])c2)cs1 (stereo not drawn) | 1.5
O=C(CCC1CCCC1)NCCCN1CCOCC1 | 0.7
CC(C)N(C(=O)CN1C(=O)C(=O)c2ccccc21)c1ccccc1 | 1.2
O=C(Nn1c(-c2ccc(Cl)cc2)nc2ccccc2c1=O)c1cccnc1Cl | -0.2
O=C1Cc2cc(O)ccc2O1 | 3.6
Cc1ccc(N(CC(=O)N/N=C/c2cc(C)n(-c3ccccc3C)c2C)S(C)(=O)=O)cc1 | 0.9
Cc1cccc(OC2CCN(Cc3nc(CC4CC4)no3)CC2)c1 | 3.3
COC(=O)CN(c1ccc2c(c1)OCO2)S(C)(=O)=O | -0.1
C=Cn1cc(CNC[C@H]2O[C@@H](n3cc(C)c(=O)[nH]c3=O)C[C@@H]2O)c(C)n1 | 11*
Cc1noc(C)c1NC(=O)N(C)C[C@H]1Oc2c(NC(=O)NC(C)C)cccc2C(=O)N([C@H](C)CO)C[C@@H]1C | 7.2
CCOC(=O)c1cc2c(C(F)(F)F)cc(-c3ccccc3)nc2o1 | 1.8
CCCCNc1c(-c2cc3ccccc3o2)nc2nc(C)cc(C)n12 | 0.4
CC(=O)c1cccc(NC(=O)c2nccnc2C(=O)O)c1 | 0.0
Cn1c(=O)cc(OCCCC(=O)Nc2cc(Br)ccn2)c2ccccc21 | 2.9
C=CCOc1ccc(/C=C2\C(=N)N3N=C(S(=O)(=O)CC)SC3=NC2=O)cc1OC | -0.1
Cc1c(-c2ccccc2)oc2c(C(=O)OCC(=O)Nc3cccc(F)c3)cccc2c1=O | -1.0
Nc1nc(NCc2ccco2)nc(N2CCCCCC2)c1[N+](=O)[O-] | -2.0
Cc1ccc(S(=O)(=O)N2CCCCC2)cc1NC(=O)CSc1nnc(C2CC2)n1C | -1.0
Cc1ccc(Cl)cc1NC(=S)N1CCC(c2ccccc2)C1 (stereo not drawn) | -1.1
COCC(=O)Nc1ncc(S(=O)(=O)c2ccc([N+](=O)[O-])cc2)s1 | 0.3

Of the compounds above, three contain a thiophene ring, fused or not:
SMILES | TTR transcr act
Cc1cc(C(=O)NCc2cccs2)no1 | -1.0
O=C(Nc1ccc([N+](=O)[O-])cc1)Nc1nc(-c2ccc(Cl)s2)cs1 | -5.5
COc1ccc(N2CCN(Cc3nc4sc(C)c(C)c4c(=O)[nH]3)CC2)cc1 | 0.5

Next section.
SMILES | TTR transcr act
CC/C(=N\NC(=O)OC)c1ccc(OC(F)F)cc1 | -0.3
CCc1nnc(NC(=O)CN2CCN(c3nc(-c4ccccc4)cs3)CC2)s1 | 1.9
CCN(CC(=O)NCc1ccc(F)cc1)C(=O)CN1CCN(c2ccc(OC)cc2)CC1 | 7.5
O=C(O)CCSc1nc2ccc(Br)cc2[nH]1 | 4.0
Cc1cc(NC(=O)c2ccccc2)n(C(C)(C)C)n1 | 2.5
Cc1nn(-c2cc(N3CCNCC3)ccc2[N+](=O)[O-])c(=O)c2ccccc12 | 2.4
O=C1C(O)CCN1Cc1ccccc1 (stereo not drawn) | 0.9
CCOc1cccc(-c2nnc(SCC(=O)Nc3cc(C)ccc3OC)n2N)c1 | 3.1
CC1=CC(C)(C)NC(=S)N1c1ccccc1C | -0.3
COc1ccc(S(=O)(=O)N2CCN(C3Cc4ccccc4C3)CC2)cc1 | 2.1
COc1ccc(S(=O)(=O)N2CCCN(CC(=O)Nc3ccc4c(c3)OCO4)CC2)cc1 | 0.3
CN(C)C(=O)/C(=C/c1ccc(-c2cccc([N+](=O)[O-])c2)o1)NC(=O)c1ccccc1 | -1.1
COc1ccc(/C(O)=C2/C(=O)C(=O)N(c3ccccn3)C2c2ccc(OC)c(OC)c2)cc1 (stereo not drawn) | 3.5
CCC1CCCCN1C(=S)NC(=O)c1ccco1 (stereo not drawn) | 1.9
O=C(N[C@@H]1CCCc2c1cnn2-c1ccc(F)cc1F)c1ccccn1 | 3.6
O=C(NCCCN1CCCC1=O)c1cc(-c2ccc3c(c2)OCO3)nc2ccccc12 | 2.5
CC1CC(C)CN(C(=S)SCc2nc(N)nc(Nc3ccccc3)n2)C1 (stereo not drawn) | 2.2
COc1ccc(NC(=O)N2CCCC(C(=O)NCc3ccccc3F)C2)cc1 (stereo not drawn) | -2.2
CCc1ccc(N2CC(C(=O)OCC(=O)NC3CCS(=O)(=O)C3)CC2=O)cc1 (stereo not drawn) | 3.9
CCNc1nc2c(c(=O)[nH]c(=O)n2C)n1Cc1ccc(F)cc1 | -0.4
CCN(C[C@H]1N[C@@](C)(C(=O)OC)[C@H]2C(=O)N(Cc3ccccc3)C(=O)[C@@H]12)S(=O)(=O)c1ccc(F)cc1 | 2.5
CC1C(=O)N(Cc2cn(CCC3OCCO3)nn2)CCS(=O)(=O)N1Cc1ccc(-c2cccc(CO)c2)cc1 (stereo not drawn) | 0.2
Nc1ccn([C@@H]2O[C@H](CNCc3ccc(-c4cc(C(F)(F)F)ccc4Cl)o3)[C@@H](O)[C@H]2O)c(=O)n1 | -1.5
Cc1ccc(S(=O)(=O)N2CCN(CC(O)c3ccccc3)CC2)cc1 (stereo not drawn) | 0.8
C=C(C)CC1(NC(C)c2ccccc2)CCCCC1 (stereo not drawn) | 0.2

In another format: results already given.
TTR transcr act,Molecule
-0.3,CC/C(=N\NC(=O)OC)c1ccc(OC(F)F)cc1
1.9,CCc1nnc(NC(=O)CN2CCN(c3nc(-c4ccccc4)cs3)CC2)s1

The list continues.
SMILES | TTR transcr act
O=C(c1ccco1)N1CCN(C2CN(CCc3ccccc3)S(=O)(=O)C2)CC1 (stereo not drawn) | 1.4
O=C(NCCC1=CCCCC1)c1ccc(CN2CCOCC2)cc1 | 2.4
Cc1cc(=O)oc2cc(OC(C)C(=O)Nc3ccc(C(N)=O)cc3)ccc12 (stereo not drawn) | 1.6
COC(=O)C1=C(C)NC(=O)/C1=C\c1cc(C)n(-c2ccccc2F)c1C | 1.4
CCn1c(N2CCN(S(=O)(=O)c3ccc(F)cc3)CC2)nc2ccccc21 | 3.5
CC(C)C[C@H](NC1(C(=O)NC2CCCCC2)CCN(C)CC1)C(=O)NCC(c1ccccc1)c1ccccc1 | -4.1
Clc1ccccc1Cn1nnc2c(NCCN3CCOCC3)ncnc21 | 3.9
Cc1ccc(S(=O)(=O)/N=C(/NC(=S)Nc2ccccc2)c2ccccc2)cc1 | -1.3
Cc1ccc(S(=O)(=O)c2cn(C)c3cc(N4CCN(C)CC4)c(F)cc3c2=O)cc1 | -0.7
CC(Cl)C(=O)Nc1c2c(nn1-c1ccccc1)CSC2 (stereo not drawn) | -1.1
COc1ccccc1NC(=O)NCC1(N(C)C)CCCCC1 | 1.1
O=C1/C(=C2/NCCN2C2CC(=O)N(c3ccccc3)C2=O)CC/C1=C\c1ccccc1 (stereo not drawn) | -1.1
CCOc1ccc(NC(=O)C2CCCN(S(=O)(=O)c3c(C)n[nH]c3C)C2)cc1 (stereo not drawn) | -1.5
CC(=O)Nc1ccc(NCCc2cccs2)cc1 | 0.4
O=C(NCC(=O)N1CCOCC1)c1ccc(Cl)c(Cl)c1 | 2.1
O=C(NC(=S)Nc1ccccc1)c1cccs1 | 5.2
COc1ccc(NC(=O)Cn2c(C)cc(=O)c3ccccc32)cc1 | -3.7
NC(=O)CSc1nnc(NC(=O)c2cccc(S(=O)(=O)N3CCCCC3)c2)s1 | 0.8
Cc1nnc(SCCOC(N)=O)n1C | -0.2
O=C(CCC1CCN(Cc2nccs2)CC1)Nc1ccccc1 | 0.4
CCOC1=C2[C@@H](CN(S(=O)(=O)c3ccc(C)cc3)[C@H]2c2cccc3ccccc23)[C@H]2C(=O)N(CC)C(=O)[C@H]2C1 | -1.0
O=C(OCc1cc(=O)n2c(n1)sc1ccccc12)c1ccc(O)cc1O | 3.7
CCCN(CC)c1ncnc2[nH]ncc12 | -0.6
CC(=O)c1ccc(N2CCN(C(=O)c3ccc(Cn4c(=S)[nH]c5ccc(N6CCOCC6)cc5c4=O)cc3)CC2)cc1 | -3.1
O=S(=O)(NCC(c1ccco1)N1CCN(c2ccc(F)cc2)CC1)c1ccc2c(c1)OCCO2 (stereo not drawn) | -2.9
CCN(CC(=O)Nc1ccccc1C(F)(F)F)C(=O)C1CCC1 | 4.9
O=C(Nc1nnc(SCc2ccc(Cl)cc2)s1)c1cnccn1 | 0.7
CCOC(=O)N1CCN(C(=O)CSc2nnc(-c3ccccc3OC)o2)CC1 | 2.5

This is a subset; rates above refer to the full screens.
